High-throughput results: PubChem BioAssay, several laboratories
human PMI inhibitors = human PMI inhibitors, high substrate, primary screen, biochemical, fluorescence intensity, high mannose 6-phosphate (AID 1220) | recombinant PMI enzyme, coupled fluorescence intensity; higher % means a stronger effect | hit rate 0.66% among 190,000 | one-dose inhibition, % at 20 µM; IC50 in µM for titrated hits
XIAP displacement = XIAP antagonists, biochemical, IAP family, fluorescence polarization (AID 1018) | XIAP BIR domain, fluorescence polarization peptide displacement; higher % means a stronger effect | one-dose displacement, % at 20 µM; IC50 in µM for titrated hits | hit rate 0.007% among 200,000; in the data active means displacement above about 50%; further: a part of the inactive calls stands beside numbers as strong as those of hits
TNAP activation fold = human TNAP enzyme activators, primary screen, biochemical, luminescent, no phosphate acceptor, uHTS (AID 1001) | hit rate 0.03% among 200,000 | purified TNAP, luminescent activation assay, no phosphate acceptor; higher activation fold means a stronger effect | activation fold at 20 µM; hits with a dose series show EC50 in µM; in the data active means activation fold from about 3, or a potency from the dose series; inactive means the rest, 99 in 100 with activation fold below about 1.6; further: many of its hits are not listed in these tables
Yfh1-off respiration = enhancers of respiration in Yfh1-depleted yeast, dose response, Friedreich's ataxia, plus single-dose screen (AID 1465); S. cerevisiae Yfh1-off respiration, WST-1 reduction, 72 h; higher fold induction means a stronger effect; fold induction at 50 µM, or EC50 in µM where a hit was titrated; hit rate 0.074% among 220,000;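 active means fold induction of absorbance versus untreated yeast above a set limit, then at least 30% activation at any dose in follow-up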;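 further: activators that raise dye reduction in frataxin-depleted yeast; strong numbers were not always called active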
PMI inhibitors = inhibitors of human PMI, primary screen, biochemical, fluorescence intensity, coupled assay (AID 1209); inhibition, % at 20 µM; hits with a dose series show IC50 in µM; purified PMI enzyme, coupled fluorescence intensity; higher % means a stronger effect; hit rate 0.42% among 190,000;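 further: plate controls were DMSO vehicle for no effect and wells lacking substrate for full effect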
LYP inhibition = inhibitors of LYP phosphatase, biochemical, fluorescence intensity, uHTS (AID 1779) | hit rate 0.054% among 290,000 | recombinant LYP phosphatase, fluorescence intensity; higher % means a stronger effect | inhibition, % at 11.5 µM, or IC50 in µM where a hit was titrated;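 further: plate controls were vehicle with enzyme for no effect and no enzyme for full effect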
M1AAP inhibition = P. falciparum M1AAP inhibitors, biochemical, fluorogenic H-Leu-NHMec substrate, 1536-well (AID 1445); hit rate 0.42% among 220,000; recombinant M1AAP, H-Leu-NHMec fluorogenic kinetic assay; higher % means a stronger effect; inhibition, % at 30 µM, or IC50 in µM where a hit was titrated;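 active means primary inhibition above the hit cutoff, then over 50% inhibition at one or more dose response concentrations, cut at about 23% in these data, passing the limit was not always enough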;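 further: plate controls were DMSO full reaction for no effect and no enzyme background for full effect; strong numbers were not always called active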
P. falciparum M17LAP = P. falciparum M17LAP inhibitors, primary screen, biochemical, fluorogenic H-Leu-NHMec substrate, 1536-well (AID 1619); recombinant M17LAP, H-Leu-NHMec fluorogenic kinetic assay; higher % means a stronger effect; hit rate 0.38% among 220,000; one-dose inhibition, % at 30 µM; IC50 in µM for titrated hits;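 active means compound inhibiting the enzyme by more than half at any dose during confirmatory dose-response retesting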;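 further: plate controls were full reaction with DMSO carrier for no effect and no enzyme background for full effect; strong numbers were not always called active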
WT yeast gro inh = growth inhibition of WT yeast, mitochondrial fusion screen | mitochondrial fusion phenotypic screen, WT strain | inhibition, % at 10 µM | hit rate 2.1% among 190,000 | AID 1362; in the data active means inhibition above about 58%; tested in S. cerevisiae
WT yeast gro inh mutant strain = also measured in WT yeast gro inh; calls as there; inhibition, %; mitochondrial fusion phenotypic screen, mutant strain inhibition
* marks the source's active call; other numbers are inactive results; i = inactive; x = no result given. Unless noted, no stated cut-off is given here; in the data, active means inhibition above about 50%; inactive means the rest.

| Structure | XIAP displacement | M1AAP inhibition | Yfh1-off respiration | PMI inhibitors | WT yeast gro inh | P. falciparum M17LAP | WT yeast gro inh mutant strain | LYP inhibition | TNAP activation fold | human PMI inhibitors |
| --- | --- | --- | --- | --- | --- | --- | --- | --- | --- | --- |
| COc1cccc(NC(=O)c2ccc(NCCCN3CC(C)CC(C)C3)c([N+](=O)[O-])c2)c1 (stereo not given) | 1.3% | -3% | i | -18% | 30 | -3% | 10 | -2% | 1.1 | -13% |
| CCc1ccc(C(=O)OCC(=O)c2c(N)n(CC(C)C)c(=O)n(C)c2=O)cc1 | -7.6% | 5% | i | -11% | 14 | -11% | -9 | -4% | 1 | -10% |
| C/C(=N\NC(=O)CN1CCN(Cc2ccccc2)CC1)c1cccs1 | x | 6% | i | x | x | -2% | x | -3% | x | x |
| CC1S/C(=N/N=C/c2cccs2)NC1=O (stereo not given) | 3.2% | 22% | i | 13% | 1 | 15% | -1 | 0% | 1.1 | 11% |
| O=C(NCC1CCCO1)c1ccc2ccccc2n1 (stereo not given) | -10% | 2% | i | 4% | -12 | 9% | -74 | 2% | 1.1 | 2% |
| COC(=O)c1cc2c(s1)-c1ccccc1CC2 | -6.1% | 1% | i | 12% | 0 | 1% | 4 | -8% | 1.1 | 9% |
| COc1cc(CCC(=O)OCC(=O)NCc2ccc(Cl)cc2)cc(OC)c1OC | -19% | 4% | i | 7% | -10 | -5% | -9 | -2% | 1 | 3% |
| Cn1cc(CNC(=O)c2cc(-c3ccccc3)nc3ccc(Br)cc23)cn1 | -6.9% | 9% | i | 2% | 8 | -10% | -11 | -7% | 1.1 | 9% |
| CN(CCO)C(=O)C(c1ccccc1)c1ccccc1 | x | 2% | i | x | x | 4% | x | -4% | x | x |
| CCCCC(=O)NCCc1cc2ccc(OC)cc2[nH]c1=O | -3.7% | 12% | i | -8% | -9 | 8% | 1 | 2% | 1 | 5% |
| Cc1ccc(-c2nc(CS(=O)CC(=O)NCc3ccc(Cl)cc3)c(C)o2)cc1 (stereo not given) | -4.1% | 2% | i | 2% | -14 | -4% | -12 | -9% | 1 | -5% |
| O=C(Cn1cc([N+](=O)[O-])cn1)Nc1nc2ccccc2s1 | -1.7% | 0% | i | 16% | 2 | 4% | 14 | 1% | 1 | 7% |
| CN(C)c1cc(-c2ccc(Cl)cc2Cl)oc(=O)c1Cl | x | 2% | i | x | x | 0% | x | -7% | x | x |
| Cc1ccc(NC(=O)c2ccoc2C)cc1C | -8.6% | 7% | i | -1% | 24 | -2% | 30 | -5% | 1 | 6% |
| O=C(O)Cc1cc(C(=O)Nc2ccc(Br)cc2)sc1-c1ccccc1 | -5.5% | 8% | i | -18% | -6 | 36% | -10 | 9% | 1.1 | -6% |
| CCc1ccc(-c2ccc(C(=O)O)c(C)n2)cc1 | -0.8% | 2% | i | 2% | -2 | -3% | 5 | -9% | 1.1 | 8% |
| Cc1ccc(C(N)=S)c(C)c1 | x | 1% | i | x | -3 | -1% | 11 | x | x | x |
| Cc1sc2ncnc(SCC(=O)NC(=O)c3cccn3C)c2c1C | -8.3% | -1% | i | -34% | 12 | 6% | 12 | -7% | 1 | -3% |
| CN(C)CCNc1nc2c(c(=O)[nH]c(=O)n2C)n1CC(O)COc1ccc(Cl)cc1Cl (stereo not given) | -5.6% | 6% | i | -6% | -3 | -4% | 5 | -10% | 1 | -6% |
| CCC/C(=N\NC(=O)c1csc(C)c1C)c1cccs1 | -6.1% | 1% | i | 0% | 7 | 7% | -17 | 0% | 1.1 | -4% |
| COc1cc(CCC(=O)Nc2ccc(S(=O)(=O)NC3=NCCCCC3)cc2)cc(OC)c1OC | -8.2% | 7% | i | 13% | 0 | 0% | -4 | 4% | 1.1 | 5% |
| COc1ccc2c(c1)nc(NCCCO)n2Cc1ccccc1 | x | 4% | i | x | x | -4% | x | -4% | x | x |
| CCOc1cc(C2C(C(=O)OC)=CN(C3CCCC3)C=C2C(=O)OC)cc(Br)c1O | -10% | 0% | i | 13% | -13 | 7% | -3 | -2% | 1.1 | 17% |
| COc1ccc(N(C(=O)c2ccco2)C(C(=O)NC2CCCC2)c2ccc(N(C)C)cc2)cc1 (stereo not given) | -0.9% | -2% | i | 11% | 5 | 1% | -30 | -1% | 1.1 | 7% |
| O=C(CSc1nnc(CNC(=O)c2ccco2)o1)NC1CCCC1 | -4.9% | 12% | i | 9% | -11 | 18% | 9 | 0% | 1 | 7% |
| COc1cc2c(cc1NC(=O)CSc1nnc(COc3ccc(Cl)cc3)n1C)oc1ccccc12 | -7.4% | 2% | i | 8% | 30 | 0% | 24 | 8% | 1.1 | 6% |
| CCCn1c(=O)c2ccccc2n2c(SCCOc3ccc(OC)cc3)nnc12 | -7.8% | 3% | i | 5% | 2 | 1% | 3 | -5% | 1.1 | 8% |
| CCN(CC)c1ccc(/C=N/N2CCOCC2)c(O)c1 | -6.3% | 14% | i | 20% | -13 | 7% | -8 | -4% | 1.1 | 54%* |
| Cc1c(NS(=O)(=O)c2ccc3c(c2)c(=O)n(C)c(=O)n3C)c(=O)n(-c2ccccc2)n1C | 1.3% | 5% | x | 6% | 12 | 9% | 21 | -7% | 1.1 | -1% |
| CCc1c(C)nc2ncnn2c1NCCc1ccc(Cl)cc1 | -7.3% | 8% | i | -1% | -9 | 17% | -3 | 2% | 1.1 | -2% |
| O=C1c2ccccc2C(Nc2ccc(-c3nc4ccccc4[nH]3)cc2)N1Cc1ccco1 (stereo not given) | -3.2% | 15% | i | 17% | 7 | 4% | 2 | -3% | 1.2 | 13% |
| Cc1nc2ccccc2nc1OCC(=O)Nc1ccccc1 | -1.9% | -1% | i | 4% | -25 | -12% | 5 | -8% | 1.1 | 4% |
| CCOC(=O)C(C)n1nc(/C=C/c2ccc(OC)cc2)ccc1=O (stereo not given) | -5.0% | 6% | i | -6% | 8 | 12% | -25 | 18% | 1 | -7% |
| S=C(NCc1ccc(Cl)cc1)Nc1ccccc1Cl | -2.1% | 3% | i | 13% | -13 | 1% | 10 | -5% | 1 | 0% |
| Cc1cccc(Cl)c1NC(=O)N1CCN(c2ccnc3cc(Cl)ccc23)CC1 | x | -2% | i | x | x | -5% | x | -2% | x | x |
| CCOC(=O)C1CCN(C(=O)Cc2cccs2)CC1 | -3.7% | -1% | i | 11% | 26 | -13% | -11 | -6% | 1 | 8% |
| CCOC(=O)c1cc(NC(=O)N2CCCc3ccccc32)c(C)nc1C | -8.8% | 1% | i | 5% | 10 | 2% | 12 | -7% | 1.1 | 16% |
| CC(C)C(=O)Nc1cccc(NC(=S)NC(=O)c2ccc(Cl)cc2)c1 | -3.0% | 19% | i | 25% | 7 | 4% | -1 | -3% | 0.9 | 12% |
| Cc1c2ccccc2cc[n+]1CCCS(=O)(=O)[O-] | 1.6% | 9% | i | 0% | -14 | -2% | 2 | -1% | 1.2 | 13% |
| CC(=O)Nc1cccc(Oc2ccc(-c3noc(C)n3)cc2)c1 | -3.7% | 7% | i | 17% | 0 | 9% | 20 | 0% | 1.1 | 15% |
| CCOC(=O)N1CCN(CC(O)c2ccc3c(c2)CCN3)CC1 (stereo not given) | -3.0% | 4% | i | 6% | -1 | -1% | -6 | -3% | 1.1 | 0% |
| CC(C)N(C(=O)COC(=O)[C@H](C)NC(=O)c1ccco1)c1ccccc1 | -8.6% | 3% | i | -3% | 0 | 7% | -6 | -6% | 1.1 | 1% |
| OCCNCC12CC3CC(CC(C3)C1)C2 | 10% | -2% | i | -8% | -9 | 0% | 8 | -7% | 1.1 | -5% |
| Cc1csc(NC(=O)c2ccc3c(=O)n4c(nc3c2)CCCCC4)n1 | -3.8% | 11% | i | 6% | 13 | 7% | 5 | 0% | 1 | 1% |
| CCN(CC)S(=O)(=O)c1ccc(C(=O)OCn2c(SC)nnc(C)c2=O)cc1 | 0.6% | 4% | i | 5% | -11 | 9% | -6 | -4% | 1 | 12% |
| O=C(N/N=C/c1ccccc1F)NC1CCCCC1 | -6.2% | -3% | i | 12% | 21 | 5% | -17 | -2% | 0.9 | 12% |
| O=C(NN=C1CCN(Cc2ccccc2)CC1)C(O)c1ccccc1 (stereo not given) | -2.6% | 11% | i | -5% | -6 | -6% | -2 | -9% | 1 | -1% |
| Cc1ccccc1N(CC(=O)NC1CCCC1)C(=O)c1csnn1 | -16% | 6% | i | -4% | -5 | 0% | 4 | -5% | 1.1 | -6% |
| N#Cc1c(Nc2ccc(Cl)cc2)s[nH]c1=O | x | 1% | i | x | x | 16% | x | 6% | x | x |
| O=C(Cn1nc(C(=O)O)c2ccccc2c1=O)NCC1CCCO1 (stereo not given) | -0.8% | 6% | i | 9% | 7 | 2% | -9 | 0% | 1 | 7% |

Looked up one by one from the list above, 3 records:
| Structure | XIAP displacement | M1AAP inhibition | Yfh1-off respiration | PMI inhibitors | WT yeast gro inh | P. falciparum M17LAP | WT yeast gro inh mutant strain | LYP inhibition | TNAP activation fold | human PMI inhibitors |
| --- | --- | --- | --- | --- | --- | --- | --- | --- | --- | --- |
| N#Cc1c(Nc2ccc(Cl)cc2)s[nH]c1=O | x | 1% | i | x | x | 16% | x | 6% | x | x |
| O=C1c2ccccc2C(Nc2ccc(-c3nc4ccccc4[nH]3)cc2)N1Cc1ccco1 (stereo not given) | -3.2% | 15% | i | 17% | 7 | 4% | 2 | -3% | 1.2 | 13% |
| O=C(CSc1nnc(CNC(=O)c2ccco2)o1)NC1CCCC1 | -4.9% | 12% | i | 9% | -11 | 18% | 9 | 0% | 1 | 7% |

The results go on.
| Structure | XIAP displacement | M1AAP inhibition | Yfh1-off respiration | PMI inhibitors | WT yeast gro inh | P. falciparum M17LAP | WT yeast gro inh mutant strain | LYP inhibition | TNAP activation fold | human PMI inhibitors |
| --- | --- | --- | --- | --- | --- | --- | --- | --- | --- | --- |
| CC1(c2ccccc2)CC(C)(C)N2C(=O)Cc3cccc1c32 (stereo not given) | -4.2% | 3% | i | 6% | 16 | -7% | 6 | -3% | 1.2 | 4% |
| COc1ccc(O)c(C(=O)c2cnc3c(c2)CN(C)C(=O)N3)c1 | -4.5% | 12% | i | 4% | -19 | -3% | 10 | 2% | 1 | 23% |
| Cc1cccc(OCCN2C(=O)C(=O)c3cc(C)ccc32)c1 | 0.0% | 5% | i | x | 13 | 12% | 9 | 2% | 1.1 | x |
| ClCC1=Nc2cccc3cccc(c23)N1 | x | 7% | i | x | x | 19% | x | -5% | x | x |
| CCC(/C=N/NC(=O)c1ccccc1F)CC | -5.3% | -2% | i | -9% | -9 | -2% | 12 | -4% | 1.1 | -9% |
| O=C(NCCCn1ccnc1)C(=O)NCC(c1cccnc1)N1CCN(c2ccc(F)cc2)CC1 (stereo not given) | -9.3% | 3% | i | 8% | -5 | -7% | -2 | -5% | 1 | 9% |
| COC(=O)[C@@H]1C[C@@]2(O)[C@@H](O)[C@@H](O)[C@@H](O)C[C@H]2N1Cc1ccc(C)s1 | x | 9% | i | x | x | -2% | x | -8% | x | x |
| O=C(CCN1C(=O)c2ccccc2C1=O)OCn1nnc2ccccc2c1=O | -0.9% | 6% | i | -4% | -1 | 3% | -3 | -1% | 1.1 | 2% |
| CN1C(C(=O)NCCc2cccs2)CC2Cn3c(nc4cc5ccccc5cc43)C21 (stereo not given) | x | 5% | i | x | x | 2% | x | -1% | x | x |
| Clc1ccc(-c2nnc(SCc3nc4ccccc4[nH]3)o2)c(Cl)c1 | -15% | 3% | i | 10% | -3 | 10% | 10 | 4% | 1 | 11% |
